Screens as filed in PubChem BioAssay.
Pf growth 96h: P. falciparum growth inhibition at 96 hour, primary screen for plastid delayed-death inhibitors; AID 504834; 320,000 compounds, 6.9% hits; Potency, µM (doses to about 28.7 µM), inactives show top-dose activity change, negative = inhibition, actives largely listed as inhibitors; P. falciparum luciferase reporter growth, 96 h
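Erythrocytes infected with luciferase-expressing P. falciparum were dispensed at 2% hematocrit and 0.05% parasitemia (final), then incubated with compounds 96 hours at 37 C in 5% CO2. Luminescence after detection reagent addition reported growth.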
Sm TGR block: blocks Schistosoma mansoni thioredoxin glutathione reductase; Q962Y6; purified TGR, DTNB reduction, TNB absorbance 405 nm; Potency, µM (highest dose often 114 µM), for inactives: at the highest dose activity change, negative = inhibition, actives largely listed as inhibitors; 360,000 compounds, 3% hits; further: nearly all actives have a fitted effect of over 60% in size
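Kinetic colorimetric format: TGR-catalysed, NADPH-driven DTNB reduction monitored via TNB absorbance. Enzyme dispensed at 20 nM; compound exposure 15 min at room temperature before reaction start.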
LmPK inh: blocks Leishmania mexicana pyruvate kinase activity; purified LmPK, Kinase-Glo ATP luminescence, 1 h; 290,000 compounds, 0.37% hits; Potency, µM (top dose mostly 57.5 µM), for inactives: at the highest dose activity change, negative = inhibition, most hits filed as inhibitors
Target sequence (Q27686 whole entry, looked up): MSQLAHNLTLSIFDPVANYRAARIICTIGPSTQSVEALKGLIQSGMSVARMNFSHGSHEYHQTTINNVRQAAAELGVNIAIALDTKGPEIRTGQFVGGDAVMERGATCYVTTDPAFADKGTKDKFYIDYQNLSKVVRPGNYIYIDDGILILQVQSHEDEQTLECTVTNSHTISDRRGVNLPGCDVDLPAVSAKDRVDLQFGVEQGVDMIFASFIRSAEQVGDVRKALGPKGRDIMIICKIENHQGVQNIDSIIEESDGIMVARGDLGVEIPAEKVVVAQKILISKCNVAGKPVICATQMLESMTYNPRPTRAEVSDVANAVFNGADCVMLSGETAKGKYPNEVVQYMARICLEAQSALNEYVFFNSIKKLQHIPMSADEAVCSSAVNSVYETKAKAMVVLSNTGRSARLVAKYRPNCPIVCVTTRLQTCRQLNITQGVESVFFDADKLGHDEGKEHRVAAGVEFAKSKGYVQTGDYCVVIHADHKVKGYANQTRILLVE
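qHTS format; LmPK 0.1 nM; substrates PEP 0.5 mM and ADP 0.1 mM. One-hour room-temperature incubation, then coupled luciferase luminescence; 0.5 nM enzyme wells mark activation.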
HCV inhibitor: inhibitors of hepatitis C virus infection; Huh7.5.1 HCVcc-Cre infection, luciferase reporter, 44 h; Potency, µM (titrated, usually from 41.8 µM), for the others: at the highest dose activity change, negative = inhibition, actives largely listed as inhibitors; 340,000 compounds, 3.4% hits; AID 651820
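Infectious HCVcc-Cre (~0.5 moi) was added to cells just after compound, with cells seeded 4 h earlier at 1,000 per well. Luciferase activity after 44 h culture reported infection; substrate was incubated 15 min at room temperature before reading.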
Pf growth 48h: inhibits P. falciparum growth in the first generation, 48 h; P. falciparum luciferase growth in erythrocytes, 48 h; Potency, µM (series often up to 28.7 µM), for inactives: top-dose activity change, negative = inhibition, hits mostly inhibitors; 310,000 compounds, 5.9% hits; AID 504832
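First compound was added to culture medium, then infected red cells at 0.1% parasitemia and 2% hematocrit (final). After incubation at 37 C under 5% CO2, luciferase detection reagent was dispensed and light output recorded.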
TbPYK inhibitor: T. brucei pyruvate kinase inhibition | 410,000 compounds, 0.12% hits | Q57TT1 | TbPYK enzyme, Kinase-Glo Plus ATP luminescence, 45 min | Potency, µM (titrated, usually from 76.8 µM), without a hit: at the top dose activity, negative = inhibition, usual class: inhibitors; further: nearly all actives have a fitted effect of over 50% in size
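In this concentration-response screen, enzyme-free wells defined baseline while DMSO plates tracked drift. Each reaction combined TbPYK, substrate, compound and 130 uM ADP for 45 min at room temperature. Kinase-Glo Plus luminescence gave the signal.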
* marks the source's active call; other numbers are inactive results; ? = inconclusive; · = no result given; [ ] = dose if it differs, or a comment. The call rests on the fitted dose curve; in most records, active means well fitted curve in the direction sought with a large enough effect; inconclusive means small, poorly fitted or top-dose-only effect, or another doubt; inactive means no such curve, though single readings can be large; an effect the other way counts as inactive or inconclusive. On the % scale 0 is the no-effect control and ±100 the full control effect; potency means the concentration at half of the fitted maximal effect. This is a random part of the collection; about 16% have a hit in one of these screens.

Value order: HCV inhibitor	Pf growth 96h	Sm TGR block	Pf growth 48h	LmPK inh	TbPYK inhibitor
- Cc1ccc(OCC(O)CN2CCN(Cc3ccc4c(c3)OCO4)CC2)cc1C (stereo not given)
 : -17%	13%	0%	-1%	0%	5%
- c1ccc(NC2=NCCN2CC2CCCC2)cc1
 : 9%	?	8%	30%	-1%	-3%
- O=C(NCc1ccc(Cl)cc1)c1noc2c1CCCCC2
 : ?	9.3µM*	3%	43%[activator]	-10%	1%
- O=C(NCCc1ccco1)c1nn(Cc2ccccc2)c(=O)c2ccccc12
 : -13%	?	?	?	6%	-3%
- Cc1ccc(Nc2nnc(-c3ccccc3N)o2)cc1C
 : 4%	62%[activator]	-6%	110%[activator]	2%	-2%
- CC(C)Cc1csc(NC(=O)c2ccc(Br)cc2)c1C(=O)O
 : 9%	59%[activator]	6%	48%[activator]	3%	-4%
- COc1cc(OC)c(C2N(c3ccc(Cl)cc3)C(=O)C3CCCN32)cc1OC (stereo not given)
 : -16%	16%	7%	·	2%	-2%
- COc1ccc(OC)c(N2C(=O)NC(=O)/C(=C/c3ccc([N+](=O)[O-])s3)C2=O)c1
 : 12%	-10%	4µM*	-25%	?	?
- O=C(CSc1nccc(=O)[nH]1)Nc1ccc(F)c(Cl)c1
 : 5%	·	-3%	12%	0%	-1%
- COc1ccc(S(=O)(=O)N2CCC(C(=O)NCCC(=O)NCc3ccncc3)CC2)cc1
 : 22%	3%	-4%	-10%	10%	-3%
- Cc1ccccc1OCc1nc2ccc(S(=O)(=O)N3CCOCC3)cc2[nH]1
 : -25%	?	0%	·	-4%	-13%
- COC(=O)Nc1nnc(/C=C/c2ccc(OC)cc2)s1
 : -3%	53%[activator]	-2%	121%[activator]	?	-11%
- COc1cc2oc3ccccc3c2cc1N(CC(=O)N(C)C)S(=O)(=O)c1ccc(C)cc1
 : -9%	·	-27%	?	0%	0%
- COc1ccc(CC(=O)NCc2ccccc2Cl)cc1S(=O)(=O)N1CCOCC1
 : 13%	·	-7%	?	1%	2%
- COc1ccc(NC(=O)Cc2nnc(SCC(=O)c3ccc(F)cc3)n2C)cc1
 : 18%	8%	6%	-6%	-4%	0%
- CCCCCOC(=O)c1cc(=O)[nH]c2ccccc12
 : 11%	-17%	78%[activator]	-5%	-3%	0%
- CC(C)N1CCN(Cc2cccc(-n3cccn3)c2)CC1CCO (stereo not given)
 : 17%	-7%	1%	9%	9%	-6%
- Cc1cccc(/C=N\NC(=O)c2csnn2)c1
 : 14%	-7%	-34%	50%[activator]	-27%	-9%
- c1cc(CCCc2ccncc2)ccn1
 : 25%	11%	1%	-13%	·	0%
- CCOC(=O)N1CCN(C(=O)c2c(-c3c(Cl)cccc3Cl)noc2C)CC1
 : 6%	2%	-4%	-5%	-3%	2%
- CCCCn1c(=S)[nH]c2cc(S(=O)(=O)N3CCCCC3)ccc21
 : -29%	9.3µM*	-21%	·	5%	-19%
- Cc1nnc(SCc2ccccc2C#N)n1-c1ccccc1
 : 7%	·	0%	?	1%	1%
- O=C(CSc1ncccn1)NCc1ccc2c(c1)OCO2
 : 15%	?	-1%	34%[activator]	-1%	-2%
- CCCS(=O)(=O)N1CCN(Cc2ccco2)CC1
 : 22%	?	-20%	11%	-3%	1%
- Cc1cccc(CC(Cc2nc3ccccc3[nH]2)c2nc3ccccc3[nH]2)c1 (stereo not given)
 : ?	-4%	1%	?	-4%	1%
- Cc1ccc(SCC(=O)NC(=O)NCc2ccco2)cc1C
 : ·	13%	?	22%	4%	·
- Cc1c(NS(=O)(=O)c2ccc(N=NN(C)C)cc2)c(=O)n(-c2ccccc2)n1C
 : 8%	?	6%	9%	-4%	0%
- COc1ccc(C(=O)NCCc2nnc(SCC(=O)Nc3ccc(Br)cc3)n2C)cc1
 : ·	8%	7%	·	-2%	-37%
- C[C@H](C(=O)NCc1ccccc1)C(=O)c1ccccc1
 : 18%	45%[activator]	-16%	8%	-3%	0%
- CC(=O)Nc1cccc2c1OCCO2
 : 13%	21%	6%	31%[activator]	-9%	-1%
- COc1ccc(S(=O)(=O)N2CC(O)C[C@H]2C(=O)OCC(=O)N2CCCCCC2)cc1 (stereo not given in full)
 : 5%	18%	7%	-12%	3%	-5%
- CN1CCN(C2=Nc3ccccc3Sc3ccc(Cl)cc32)CC1
 : ·	-28%	·	?	·	-4%
- Cc1ccc(Cn2cc(/C=N/Nc3ccc([N+](=O)[O-])cn3)c3ccccc32)cc1
 : 13%	?	-6%	?	-5%	0%
- COc1ccc(C(=O)NCC(=O)NCC(=O)OCC(=O)C(C)(C)C)cc1
 : 11%	9%	-2%	-4%	0%	-3%
- CCCCCC(=O)Nc1ccc2oc(-c3cncc(Br)c3)nc2c1
 : ·	?	5%	28%	7%	0%
- O=C(COC(=O)c1n[nH]c(=O)c2ccccc12)c1ccccc1
 : -3%	·	-17%	13%	1%	-3%
- Cc1cccc(C(=O)NCc2nnc(SCC(=O)Nc3nncs3)n2C)c1
 : 3%	?	-6%	-6%	-6%	-7%
- CCOC(=O)c1cccc(NC(=O)CCNS(=O)(=O)c2ccc3c(c2)CCN3C(=O)CC)c1
 : 6%	0%	6%	?	3%	2%
- CCOC(=O)C1=C(c2ccccc2)NC(SCC(=O)Nc2cccc(C)c2)=C(C#N)C1c1ccco1 (stereo not given)
 : ?	27%	-4%	9.3µM*	8%	-7%
- CCCCNC(=O)NC12CC3CC(CC(C3)C1)C2
 : 14%	?	10%	-13%	-2%	6%

13 consecutive compounds from above, for reference:
Value order: HCV inhibitor	Pf growth 96h	Sm TGR block	Pf growth 48h	LmPK inh	TbPYK inhibitor
- Cc1cccc(CC(Cc2nc3ccccc3[nH]2)c2nc3ccccc3[nH]2)c1 (stereo not given)
 : ?	-4%	1%	?	-4%	1%
- Cc1ccc(SCC(=O)NC(=O)NCc2ccco2)cc1C
 : ·	13%	?	22%	4%	·
- Cc1c(NS(=O)(=O)c2ccc(N=NN(C)C)cc2)c(=O)n(-c2ccccc2)n1C
 : 8%	?	6%	9%	-4%	0%
- COc1ccc(C(=O)NCCc2nnc(SCC(=O)Nc3ccc(Br)cc3)n2C)cc1
 : ·	8%	7%	·	-2%	-37%
- C[C@H](C(=O)NCc1ccccc1)C(=O)c1ccccc1
 : 18%	45%[activator]	-16%	8%	-3%	0%
- CC(=O)Nc1cccc2c1OCCO2
 : 13%	21%	6%	31%[activator]	-9%	-1%
- COc1ccc(S(=O)(=O)N2CC(O)C[C@H]2C(=O)OCC(=O)N2CCCCCC2)cc1 (stereo not given in full)
 : 5%	18%	7%	-12%	3%	-5%
- CN1CCN(C2=Nc3ccccc3Sc3ccc(Cl)cc32)CC1
 : ·	-28%	·	?	·	-4%
- Cc1ccc(Cn2cc(/C=N/Nc3ccc([N+](=O)[O-])cn3)c3ccccc32)cc1
 : 13%	?	-6%	?	-5%	0%
- COc1ccc(C(=O)NCC(=O)NCC(=O)OCC(=O)C(C)(C)C)cc1
 : 11%	9%	-2%	-4%	0%	-3%
- CCCCCC(=O)Nc1ccc2oc(-c3cncc(Br)c3)nc2c1
 : ·	?	5%	28%	7%	0%
- O=C(COC(=O)c1n[nH]c(=O)c2ccccc12)c1ccccc1
 : -3%	·	-17%	13%	1%	-3%
- Cc1cccc(C(=O)NCc2nnc(SCC(=O)Nc3nncs3)n2C)c1
 : 3%	?	-6%	-6%	-6%	-7%

Next part
Value order: HCV inhibitor	Pf growth 96h	Sm TGR block	Pf growth 48h	LmPK inh	TbPYK inhibitor
- Cc1ccc(S(=O)(=O)NC(=O)NC(C)c2ccc(F)cc2)cc1 (stereo not given)
 : 28%	48%[activator]	-1%	12%	-1%	4%
- CC(=O)Nc1ccc(S(=O)(=O)N2CCN(CC3CC4C=CC3C4)CC2)cc1 (stereo not given)
 : 1%	-5%	-4%	?	-7%	-12%
- O=c1c2ccccc2c(C=NCCCN2CCOCC2)c(O)n1Cc1ccc2c(c1)OCO2
 : -24%	?	25%	?	-2%	3%
- CCOC(=O)/C(C#N)=C/c1ccc(OCC(=O)Nc2ccccc2)c(OC)c1
 : -1%	48%[activator]	1%	2%	3%	4%
- CN(Cc1nc2ccc(F)cc2[nH]1)Cc1c(C(=O)N(C)C)nc2ccc(Cl)cn12
 : -5%	2%	-20%	110%[activator]	5%	1%
- Cc1ccc(NC(=O)CSc2nc(N)c(-c3ccccc3)c(=O)[nH]2)cc1Cl
 : -12%	144%[activator]	7%	27%	5%	-17%
- Cc1c(Br)c([N+](=O)[O-])nn1CC(=O)NCc1cccnc1
 : 21%	32%[activator]	-4%	·	-11%	2%
- CC(=O)Nc1nnc(SCC(=O)Nc2ccc3c(c2)OCCO3)s1
 : ·	?	2%	14%	-1%	1%
- CCCn1c(SCC(=O)N2CCN(CC)CC2)nc2c1c(=O)n(C)c(=O)n2C
 : 3%	-1%	6%	25%	-1%	0%
- Cc1ccc(NC(=O)CN(c2ccccc2)S(=O)(=O)N(C)C)cc1
 : 18%	2%	-7%	2%	0%	-1%
- Cc1cc(SCCC(=O)O)nc2ccccc12
 : 3%	9%	5%	20%	-2%	-3%
- CC1=NNC(=O)C1CCC(=O)N/N=C(\C)c1ccccc1 (stereo not given)
 : 19%	32%[activator]	1%	12%	3%	-12%
- S=C1NC2=C(C(c3ccc(Br)cc3)N1)N1CCC2CC1 (stereo not given)
 : 10%	36%[activator]	?	47%[activator]	-1%	2%
- O=C(Nn1cnc2ccccc2c1=O)c1ccc(Cl)c([N+](=O)[O-])c1
 : 19%	?	44%[activator]	24%	8%	0%
- Cc1ccc(NC(=O)C(C)N2C(=O)c3ccccc3C2=O)cc1 (stereo not given)
 : 33%[activator]	6%	11%	-13%	3%	3%
- COc1ccc(CNC(=O)c2c(O)c3ccccc3n(C)c2=O)cc1
 : -6%	?	9%	-2%	2%	-2%
- CC(NC(=O)c1c(F)cccc1Cl)c1ccc(-n2ccnc2)cc1 (stereo not given)
 : 3%	-5%	?	-19%	-8%	8%
- O=C(OCc1cc(=O)n2c(n1)sc1ccccc12)c1ccc(O)cc1
 : 6%	100%[activator]	-2%	74%[activator]	3%	-2%
- CCn1c(=O)cc(SCC(=O)NCCCN2CCC(C)CC2)c2ccccc21
 : -14%	-13%	22%	?	2%	2%
- Cc1ccc(NCC(=O)N/N=C/c2c[nH]c3ccccc23)cc1
 : -2%	?	-6%	?	-6%	-14%
- COc1ccc2nc(C)cc(SCC(=O)NNC(=O)COc3cccc4ccccc34)c2c1
 : -26%	?	2%	?	5%	-10%
- Cc1nonc1-c1nc(-c2nonc2N)n[nH]1
 : 14%	20%	3%	23%	-15%	-2%
- O=C(Nc1cccc(-c2cn3cccnc3n2)c1)c1ccc2c(c1)OCO2
 : ?	1.3µM*	-34%	-16%	0%	0%
- COc1ccc(NC(=S)NC(=O)C2CCCCC2)cc1
 : 5%	29%	-16%	-20%	-5%	3%
- Cc1cc(C)c(OCC(=O)Nc2nnn(C)n2)c(Br)c1
 : 7%	15%	1%	-21%	1%	-2%
- O=C(NC(=S)Nc1ccc(Cl)cc1Cl)C1CC1
 : -7%	19%	0%	25%	7%	-4%
- COc1ccc(Nc2oc(-c3ccc(Cl)cc3)nc2C#N)cc1
 : ?	40%[activator]	-1%	9%	1%	0%
